# procasp3 activ = activates human procaspase-3; P42574; recombinant procaspase-3 D3A, Ac-DEVD-pNA absorbance 405 nm; activation, % at 8.5 µM; 330,000 tested, 0.11% active;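 active = activation above the mean of all tested compounds plus 3 SD, cut at about 21% in these data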;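 also: 0% = DMSO alone and 100% = DMSO wells spiked with extra 5 µM PC-3 D3A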
# Target sequence (P42574 whole entry D9A/D28A/D175A): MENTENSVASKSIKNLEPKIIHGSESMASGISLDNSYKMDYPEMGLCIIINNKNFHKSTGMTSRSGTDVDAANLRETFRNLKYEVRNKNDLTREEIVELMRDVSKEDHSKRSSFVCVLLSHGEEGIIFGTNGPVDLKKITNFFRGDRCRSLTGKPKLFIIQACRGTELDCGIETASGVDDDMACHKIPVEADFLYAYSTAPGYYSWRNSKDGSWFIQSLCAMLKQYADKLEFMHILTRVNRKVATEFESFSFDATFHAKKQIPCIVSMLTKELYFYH
#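 Evaluation: percent activation relative to control range; Material: Procaspase-3 D3A mutant, all three cleavage aspartates alanine; Compound: single dose, 8.5 µM nominal compound, 0.8% DMSO; Replication: one well per compound; Signal: absorbance at 405 nm, 0 and 120 min; Schedule: 1 h preincubation plus 2 h reaction at 25 °C.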
# AHR act = activates the human aryl hydrocarbon receptor; P35869; AHR-responsive luciferase reporter cells, luminescence; activation, % at 5 µM; 320,000 tested, 2.5% active; AID 2796; in the data active = activation above about 47%;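 also: 0% = vehicle wells and 100% = reference agonist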
# RPL19A TOR yeast = yeast TOR pathway RPL19A-GFP modulation | S. cerevisiae RPL19A-GFP strain, flow cytometry, 3 h; hits give low values | percent response vs DMSO, % at 10 µM | 330,000 tested, 0.3% active;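 active = percent response vs DMSO below 50%; inconclusive = fewer than 70 events counted for the yeast strain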;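 also: median channel GFP fluorescence of the barcoded RPL19A-GFP strain; ratio of sample median GFP to plate DMSO average so 100% = DMSO; lower means less RPL19A-GFP as with rapamycin TOR inhibition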
# Yeast superoxide = caloric restriction mimetics inhibiting age-related superoxide in yeast; S. cerevisiae aged cells, superoxide DHE fluorescence; hits give low values; 330,000 tested, 0.18% active; superoxide response (% of plate mean), % at 10 µM;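 active = superoxide response under a set limit, about three screen SD below normal, cut at about 65% in these data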;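 also: yeast aged for seven days with compound at 30 °C before DHE staining; 100% = average MFI of all compound-treated wells on the plate with controls excluded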
# LAP4-GFP MLPCN = modulators of TOR pathway LAP4-GFP in S. cerevisiae. S. cerevisiae LAP4-GFP multiplex, flow cytometry GFP, 3 h; median GFP as percent of DMSO wells. GFP response vs DMSO, % at 10 µM. 320,000 tested, 0.34% active. AID 2023;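 active = GFP response vs DMSO above a set limit, about the screen mean plus 3 SD, cut at about 150% in these data; inconclusive = under 70 cell events counted for the yeast strain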
# MEP2-GFP yeast = alters MEP2-GFP fluorescence in TOR pathway yeast screen; S. cerevisiae MEP2-GFP strain, flow cytometry GFP, 3 h; 100% = DMSO control level; GFP response vs DMSO, % at 10 µM; 330,000 tested, 0.51% active; AID 2016;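 active = GFP response versus DMSO above a set limit, roughly screen mean plus 3 SD, cut at about 180% in these data; inconclusive = fewer than 70 cells counted for a yeast strain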;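 also: median GFP fluorescence of the barcode-gated MEP2-GFP cells per well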
# JMJD2C inh = blocks human GASC-1 demethylase activity | 330,000 tested, 0.069% active | Q9H3R0 | inhibition, % at 2.35 µM | GST-JMJD2C(1-420) H3K9me3 demethylation, DELFIA europium;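 active = more than half of a compound's replicate wells show inhibition beyond 50%, single wells judged on their own value; inconclusive = some, but no more than half, of replicates pass 50% inhibition; inactive = no replicate passes 50% inhibition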;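 also: signal counts dimethyl H3K9 product captured on neutravidin plate; 0% = median of DMSO wells and 100% = 0.3 times that DMSO median; strong numbers were not always called active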
# Target sequence (Q9H3R0 1-420 limits assumed): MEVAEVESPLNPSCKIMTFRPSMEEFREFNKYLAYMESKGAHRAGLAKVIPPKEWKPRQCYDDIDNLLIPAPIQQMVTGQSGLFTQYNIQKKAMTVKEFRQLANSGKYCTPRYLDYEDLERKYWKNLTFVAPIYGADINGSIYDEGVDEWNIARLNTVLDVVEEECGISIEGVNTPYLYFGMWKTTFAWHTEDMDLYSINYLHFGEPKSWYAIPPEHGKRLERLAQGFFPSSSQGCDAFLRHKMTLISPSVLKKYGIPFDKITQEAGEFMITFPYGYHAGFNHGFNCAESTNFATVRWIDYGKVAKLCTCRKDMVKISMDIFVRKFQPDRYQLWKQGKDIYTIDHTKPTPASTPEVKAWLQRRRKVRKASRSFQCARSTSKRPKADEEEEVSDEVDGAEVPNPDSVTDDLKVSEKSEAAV
# proCasp7 act = counter-screen: procaspase-7 (human) activation. activation, % at 8.5 µM. recombinant procaspase-7, Ac-DEVD-pNA absorbance 405 nm; D23A/D198A/D206A triple mutant, cannot self-cleave; scale: DMSO 0, 5 µM enzyme 100. 330,000 tested, 0.093% active. AID 463210;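 active = percent activation above the screen-wide mean plus 3 SD, cut at about 25% in these data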
# Target sequence (P55210 whole entry D23A/D198A/D206A): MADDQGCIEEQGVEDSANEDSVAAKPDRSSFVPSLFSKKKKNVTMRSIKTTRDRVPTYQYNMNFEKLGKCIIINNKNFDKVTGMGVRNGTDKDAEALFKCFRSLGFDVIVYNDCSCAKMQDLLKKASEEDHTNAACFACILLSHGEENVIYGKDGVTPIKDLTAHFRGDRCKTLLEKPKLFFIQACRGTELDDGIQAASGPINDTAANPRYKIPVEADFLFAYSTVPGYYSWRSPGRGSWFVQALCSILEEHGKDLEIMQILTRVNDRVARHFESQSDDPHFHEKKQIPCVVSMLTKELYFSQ
#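 Assay system: Uncleavable procaspase-7 mutant enzyme | Input: 2 µM procaspase-7 mutant as dispensed | Timing: 1 h compound preincubation, 2 h substrate cleavage, 25 °C | Repeats: One well per compound | Control set: DMSO wells as 0%, DMSO with 5 µM added PC-7 as 100% | Technique: Epi-absorbance of released pNA at 405 nm, two timepoints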
# * = called active by the depositor; ? = inconclusive; · = no result given; & = joins results of further samples; [ ] = another dose, or the depositor's remark.
SMILES,procasp3 activ,AHR act,RPL19A TOR yeast,Yeast superoxide,LAP4-GFP MLPCN,MEP2-GFP yeast,JMJD2C inh,proCasp7 act
Fc1ccc(-c2oncc2-c2nnnn2-c2ccccc2)cc1F,6,-2,98,104,102,98,6,3
CCCCCCn1c(CN2CCC(C)CC2)nc2c1c(=O)n(C)c(=O)n2C,0,0,97,88,92,99,-8,1
CC(C)c1ccc(/C=C(\NC(=O)c2ccccc2)C(=O)NCCCN2CCOCC2)cc1,1,0,93,98,94,87,-37,15
CCC(=O)N1CCN=C1SCc1cccc(F)c1,-4,0,101,96,106,114,-4,-2
CC(=O)c1ccc(N2CCN(S(=O)(=O)c3ccc(-c4cc(C)no4)s3)CC2)cc1,7,0,99,117,96,98,17,-9
COc1ccc(N(CC(=O)Nc2ccc(S(=O)(=O)N3CCOCC3)cc2)S(=O)(=O)c2ccccc2)cc1,13,30,99,106,96,104,-4,10
O=C(NCCN1CCN(c2ccccc2)CC1)Nc1cccc(Cl)c1,-1,0,109,102,94,109,-1,3
C=CCOc1nc(N2CCCC2)nc(N2CCCC2)n1,-5,4,98,99,98,91,9,-18
CC(C(=O)Nc1ccc2c(c1)OCO2)c1ccc([N+](=O)[O-])cc1 (centres undefined),11,26,102,82,90,104,-6,0
COc1ccc(S(=O)(=O)N2CCOCC2)cc1NC(=O)COc1ccccc1,6,-3,103,98,99,103,5,1
CCn1cc(C(=O)O)c(=O)c2cc(F)c(N3CCN(C(=S)NC(=O)c4ccccc4F)CC3)cc21,12,1,101,101,105,101,0,6
Cc1nc(NC(=O)c2ccc(Cl)cc2)nc2cc3c(cc12)OCO3,-1,91*,103,93,99,106,-5,6
O=C(NC12CC3CC(CC(C3)C1)C2)c1ccccc1,-1,1,92,103,102,94,1,12
CN(C)S(=O)(=O)c1ccc(C(=O)Nc2ccccc2C(=O)NCCCN2CCOCC2)cc1,-5,0,94,95,95,96,12,-1
COc1ccc2cc(/C(C)=N/NC(=O)c3cc(-c4cccnc4)nc4ccccc34)ccc2c1,-5,11,105,86,96,106,7,-4
O=C(NCCCn1cccn1)C1CCC(=O)N(Cc2ccccc2F)C1 (centres undefined),3,-1,110,110,98,107,-1,5
COCCN(C(=S)Nc1c(C)cccc1C)C(C)c1ccco1 (centres undefined),4,1,100,115,103,104,6,-1
Cc1ccccc1NC(=O)CCCN1C(=O)C2CC=CCC2C1=O (centres undefined),2,-1,98,89,93,95,-6,14
CCNC(=O)CCSc1nc(C)cc(C)n1,-18,1,88,92,104,91,-8,-20
O=S(=O)(NCc1ccccc1)c1ccc(-n2cccn2)cc1,7,2,91,84,87,99,3,-9
CCOC(=O)N1CCN(C(=O)C2CCN(S(=O)(=O)c3ccc(OC)cc3)CC2)CC1,-3,0,93,99,106,77,1,6
CCOC(=O)c1c(NC(=O)c2nn(CC)cc2Br)c(C#N)nn1-c1ccccc1,1,3,100,130,102,99,-9,-4
c1cncc(-c2nnc3sc(C4CCCCC4)nn23)c1,1,1,95,94,87,95,-1,8
Cc1cccc(C)c1NC(=S)N1CCCCCC1,6,-1,97,139,98,101,3,12
CC(C)(C)N1NC(=O)Nc2ccccc2C1=O,-6,-1,92,111,92,87,-8,17
O=C(COC(=O)[C@H](Cc1ccccc1)NC(=O)c1ccco1)NC(c1ccccc1)c1ccccc1,-5,2,104,99,104,101,-6,-7
C/C(=N/Nc1nc(C)cc(-c2ccccc2)n1)c1ccco1,1,43,98,94,106,98,6,11
CCCN1CCC(NC(=O)Nc2ccc(OC)c(OC)c2)CC1,-1,-2,100,99,93,102,6,-1
O=C(COC(=O)/C=C/c1ccccc1[N+](=O)[O-])Nc1ccc2[nH]c(=O)[nH]c2c1,11,27,105,109,92,108,14,10
O=C(CCN1C(=O)/C(=C/c2ccccc2Cl)SC1=S)NC1CCS(=O)(=O)C1 (centres undefined),-1,0,94,115,87,95,?,-2
CC(C)NC(=S)NN=C1CCC(c2ccccc2)CC1 (centres undefined),1,2,94,98,120,98,0,8
O=C(CCC(=O)c1cccs1)OCc1nc2ccccc2s1,-3,8,100,78,108,101,-13,0
Cc1ccc(C)c(-c2csc(N/N=C/c3ccco3)n2)c1,-2,20,98,101,98,98,33,-1
Cc1ccc(C(=O)NNS(=O)(=O)c2ccccc2[N+](=O)[O-])cc1,-3,14,103,90,101,99,4,-4
CCN(c1ccccc1)S(=O)(=O)c1cccc(C(=O)OCC(=O)Nc2ccc(NC(C)=O)cc2)c1,4,-1,98,98,96,97,4,8
C(/C=C/c1ccccc1)=N/N1CCN(c2ccccc2)CC1,-2,1,105,112,105,105,7,-5
Cc1cc(C(F)(F)F)nn1Cc1n[nH]c(=S)n1-c1cccc(Cl)c1,4,3,100,89,96,98,1,-11
CN(CC(=O)N1CCN(c2ccccn2)CC1)S(=O)(=O)c1ccc2ccccc2c1,-1,1,95,86,92,99,24&-6,-1
COc1ccc(N(C)S(=O)(=O)c2cccc(C(=O)NCC(c3ccco3)N3CCCC3)c2)cc1 (centres undefined),2,1,95,100,99,97,-1,11
CCOc1ccccc1N1CCN(C(=O)c2ccc3c(c2)OCO3)CC1,-3,0,82,93,95,96,-4,13
CC(=O)c1c(OC(=O)c2cccc(Cl)c2)c2ccccc2n1C,6,7,92,97,93,84,-13,1
CCn1c(C(=O)NC2CCC(C)CC2)cc2sccc21 (centres undefined),14,6,99,97,100,108,16,10
CCNC(=S)NNC(=O)c1cc(-c2cccc(OC)c2)nc2ccccc12,2,8,98,97,100,98,-10,4
COC(=O)c1sc(NC(=O)c2ccncc2)nc1C,0,0,105,94,95,106,37,4
O=C(COC(=O)c1cc(S(=O)(=O)N2CCOCC2)ccc1F)NCc1ccco1,1,0,104[may fluoresce green],108,96[may fluoresce green],102[may fluoresce green],3,8
O=S(=O)(c1ccc(Br)cc1)N1CCC(c2nc3ccccc3[nH]2)CC1,-1,2,109,96,106,108,-10,-1
COCCCNC(=O)C(=O)NC1CCCCC1C (centres undefined),2,1,105,95,97,102,-7,8
Cc1nn(Cc2cccc(C(=O)Nc3ccn(Cc4ccccc4)n3)c2)c(C)c1[N+](=O)[O-],-2,7,92,98,97,100,-7,-5
O=C1CCCc2ccccc2N1Cc1cccc(F)c1,-2,-1,113,95,113,109,-7,7
COc1ccc2c(c1)[nH]c1c(=O)n(CC3CCCO3)cnc12 (centres undefined),0,3,105,106,102,119,-2,6

# Of the compounds above, these contain a nitro group on carbon.
SMILES,procasp3 activ,AHR act,RPL19A TOR yeast,Yeast superoxide,LAP4-GFP MLPCN,MEP2-GFP yeast,JMJD2C inh,proCasp7 act
CC(C(=O)Nc1ccc2c(c1)OCO2)c1ccc([N+](=O)[O-])cc1 (centres undefined),11,26,102,82,90,104,-6,0
O=C(COC(=O)/C=C/c1ccccc1[N+](=O)[O-])Nc1ccc2[nH]c(=O)[nH]c2c1,11,27,105,109,92,108,14,10
Cc1ccc(C(=O)NNS(=O)(=O)c2ccccc2[N+](=O)[O-])cc1,-3,14,103,90,101,99,4,-4
Cc1nn(Cc2cccc(C(=O)Nc3ccn(Cc4ccccc4)n3)c2)c(C)c1[N+](=O)[O-],-2,7,92,98,97,100,-7,-5

# (cont.)
SMILES,procasp3 activ,AHR act,RPL19A TOR yeast,Yeast superoxide,LAP4-GFP MLPCN,MEP2-GFP yeast,JMJD2C inh,proCasp7 act
O=C(N/N=C/c1ccncc1)c1cccc(S(=O)(=O)Nc2ccc(Cl)cc2)c1,-2,9,95,106,96,95,11,2
COc1cc(OC)c(NC(=O)CCc2nc(-c3cccs3)no2)cc1Cl,7,4,95,98,104,98,-13,3
COc1ccc2[nH]c(=O)c(CN(Cc3cccs3)C(=S)NCC3CCCO3)cc2c1 (centres undefined),-9,10,102,128,93,106,20,1
O=C(c1ccc(Cl)cc1)c1cc([N+](=O)[O-])ccc1N1CCOCC1,-5,-1,97,105,102,99,0,-2
COc1ccccc1OCC(=O)NCc1n[nH]c(=O)c2ccccc12,2,23,102,110,116,96,-6,6
O=C(CCNS(=O)(=O)c1cccc2nonc12)NCCc1ccc(Cl)cc1,1,6,97,101,99,96,-4,3
Cc1ccc(C)c(OCCC(=O)OCC(=O)Nc2cccnc2Cl)c1,6,-1,102,96,105,98,11,3
COc1c(O)c(=O)n2c3ccccc3c3ccnc1c32,3,8,24*[may fluoresce violet],62*,97[may fluoresce violet],211*[may fluoresce violet],·,-5
CC1CCOC2(O1)C(=O)Nc1ccccc12 (centres undefined),7,3,101,103,100,100,-9,1
CC1CCCC(NC(=O)CSc2nnc(C(F)(F)F)n2C)C1C (centres undefined),8,-2,94,93,92,95,·,-6
CC1CCN(S(=O)(=O)c2ccc3c(c2)N(CC(=O)NCCN2C(C)CCCC2C)C(=O)CS3)CC1 (centres undefined),-4,0,104,99,110,102,-11,4
O=C(Nc1ccc(N2CCOCC2)cc1Cl)C1CCN(C(=O)OCc2ccccc2)CC1,-7,2,92,95,111,88,2,-2
Cc1cccc(OCC(=O)Nc2ccc3nc(C)sc3c2)c1,5,0,101,98,124,114,-19,2
CCc1cc(C(c2ccccn2)N2CCN(C)CC2)c(NC(=O)c2ccccc2)s1 (centres undefined),2,8,102,104,105,101,-5,1
CC(C)C(=O)c1cn(CC(=O)NCc2ccc3c(c2)OCO3)c2ccccc12,-2,3,106,88,103,109,-20,0
N/C(Cc1cccs1)=N\OC(=O)COc1ccccc1Cl,4,-5,97,95,100,97,7,8
O=C(CCS(=O)(=O)c1cccc2nonc12)N1CCCc2ccccc21,6,7,98,98,95,112,-3,2
NC(=O)CN1CCOCCOCCN(CC(N)=O)CCOCC1,8,-4,106,100,110,112,-2,3
COc1ccccc1NC(=O)C(=O)NNC(=O)COc1ccc2ccccc2c1,-2,29,103,119,93,101,4,-2
CC(=O)Nc1ccc2nc(-c3cccnc3)[nH]c2c1,0,12,96,100,94,94,-7,-8

# AHR act: hit marks shown above.
SMILES	procasp3 activ	AHR act	RPL19A TOR yeast	LAP4-GFP MLPCN	MEP2-GFP yeast	JMJD2C inh
Cc1nc(NC(=O)c2ccc(Cl)cc2)nc2cc3c(cc12)OCO3	-1	91*	103	99	106	-5

# Further structures.
SMILES,procasp3 activ,AHR act,RPL19A TOR yeast,Yeast superoxide,LAP4-GFP MLPCN,MEP2-GFP yeast,JMJD2C inh,proCasp7 act
Cc1cccc(C(=O)OCC(=O)Nc2nnc(-c3ccccc3)o2)c1O,4,2,100,106,105,97,24,2
CC1(c2ccc(OC(F)F)cc2)NC(=O)N(CC(=O)Nc2cccnc2Cl)C1=O (centres undefined),-1,0,103,100,109,102,-7,-2
O=c1c(Cc2ccccc2)c(O)ccn1Cc1ccc2c(c1)OCO2,4,0,96,88,86,102,6,1
O=C(NCCC1CCCCN1S(=O)(=O)c1ccccc1)C(=O)NCc1cccnc1 (centres undefined),7,3,96,88,100,100,8,8
O=C(CSc1ccc2c(c1)OCCO2)Nc1cccnc1Cl,-14,1,103,114,102,101,5,8
CC(C)[C@H](NC(=O)N1c2ccccc2NC(=O)[C@@H]1C(C)C)C(=O)N[C@@H](Cc1c[nH]c2ccccc12)C(=O)O,7,9,103,78,103,114,·,3
CCOc1ccccc1C(=O)NC1CCN(Cc2ccccc2)CC1,4,1,105,91,90,105,11,-10
CC1(C)C(C(=O)O)N2C(=O)C(NC(=O)Cc3ccccc3)C2S1=O (centres undefined),5,-5,99,101,101,101,-1,-1
